Assay outcomes: PubChem BioAssay, several laboratories
MEX-5 binding: MEX-5 zinc finger RNA-binding disruptors – biochemical, C. elegans, fluorescence polarization, MLPCN library, primary screen; Zinc finger protein mex-5 (Caenorhabditis elegans), Q9XUB2; MEX-5/FITC-TCR2 RNA binding; hits give low values; AID 1832, 2009; hit rate 0.38% among 300,000; activity score (negative = inhibition of binding), % at 10 µM;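 active means inhibition past about -25% in most replicates, and total fluorescence under double the plate's negative control median, limit read from the data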;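 further: 0% = DMSO and -100% = 5 µM competing unlabeled TCR2 RNA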
Bcl-xL primary: inhibitors of human Bcl-xL, primary screen, biochemical, fluorescence polarization, HTS | hit rate 0.7% among 320,000 | Bcl-2-like protein 1 (Homo sapiens), Q07817 | AID 2129, 2009 | inhibition, % at 10.9 µM | GST-Bcl-xL / FITC-Bim BH3 peptide fluorescence polarization;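 active means inhibition above the mean of all tested compounds plus 3 SD, cutoff set per campaign, cut at about 30% in these data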;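 further: 0% = DMSO wells and 100% = unlabeled Bim-BH3 peptide competitor; inhibitors lower millipolarization by displacing the labeled peptide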
PME-1 primary: PME-1 inhibitors via competitive probe labeling, primary screen, biochemical, fluorescence polarization, FP-Rh probe, HTS. Protein phosphatase methylesterase 1 (Homo sapiens), Q9Y570. recombinant PME-1. inhibition, % at 5.9 µM. hit rate 0.53% among 320,000. AID 2130, 2009;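 active means inhibition above the campaign mean of all compounds plus 3 SD, cut at about 26% in these data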;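 further: competitive labeling of PME-1 active site by serine hydrolase directed probe; 0% = PME-1 with DMSO and 100% = wells lacking PME-1 enzyme; inhibitors block probe labeling so polarization falls and inhibition rises; many of its hits are not listed in these tables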
GLD-1 RNA inh: GLD-1/TGE RNA complex disruptors, primary screen, biochemical, fluorescence polarization. Female germline-specific tumor suppressor gld-1 (Caenorhabditis elegans), Q17339. purified GLD-1 + fluorescein TGE RNA. hit rate 0.44% among 320,000. inhibition, % at 5.96 µM;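 active means percent inhibition above a per-plate cutoff, the plate mean of test compounds plus 3 SD, cut at about 30% in these data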;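 further: 0% = DMSO wells with GLD-1 and probe and 100% = wells lacking GLD-1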
AHR act: AHR activators, primary screen, cell-based, luminescence, luciferase reporter, human. Aryl hydrocarbon receptor (Homo sapiens), P35869. AHR-responsive luciferase reporter cells. activation, % at 5 µM. hit rate 2.5% among 320,000; in the data active means activation above about 47%;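 further: 0% = vehicle wells and 100% = reference agonist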
pPAFAH FP inh: pPAFAH enzyme inhibitors, primary screen, biochemical, fluorescence polarization, human | Platelet-activating factor acetylhydrolase (Homo sapiens), Q13093 | recombinant pPAFAH, FP-rhodamine probe fluorescence polarization | inhibition, % at 3.39 µM | hit rate 1.5% among 330,000 | AID 463082, 2010;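 active means inhibition above the mean inhibition across the screen plus 3 SD, cut at about 25% in these data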;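 further: inhibitors block binding of the rhodamine activity-based probe so polarization drops; 0% = enzyme with DMSO and 100% = wells lacking pPAFAH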
Target sequence (Q13093 whole entry, looked up): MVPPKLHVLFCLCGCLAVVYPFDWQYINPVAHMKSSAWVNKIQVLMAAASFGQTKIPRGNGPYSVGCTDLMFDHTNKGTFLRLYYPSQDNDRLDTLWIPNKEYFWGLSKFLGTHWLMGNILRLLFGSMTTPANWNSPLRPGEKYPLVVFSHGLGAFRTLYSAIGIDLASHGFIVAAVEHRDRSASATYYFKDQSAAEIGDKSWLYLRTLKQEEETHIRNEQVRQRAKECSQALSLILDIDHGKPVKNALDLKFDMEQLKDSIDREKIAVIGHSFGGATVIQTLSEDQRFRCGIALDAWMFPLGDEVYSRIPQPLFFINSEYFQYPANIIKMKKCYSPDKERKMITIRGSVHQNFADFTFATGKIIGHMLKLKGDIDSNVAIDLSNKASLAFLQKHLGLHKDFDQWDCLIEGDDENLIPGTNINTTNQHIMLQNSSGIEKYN
Fam108B inh: mouse Fam108B serine hydrolase inhibitors, primary screen, counter-screen for RBBP9 inhibitor project, biochemical, fluorescence polarization. recombinant Fam108B, FP-Rh probe fluorescence polarization. inhibition, % at 9.51 µM. hit rate 0.33% among 300,000;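 active means inhibition above the screen mean inhibition plus 3 SD, computed separately per campaign, cut at about 18% in these data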;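 further: inhibitors lower polarization as less probe binds the enzyme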
PAFAH1B2 inh: PAFAH1B2 enzyme inhibitors, primary screen, biochemical, fluorescence polarization, human | Platelet-activating factor acetylhydrolase IB subunit alpha2 (Homo sapiens), P68402 | recombinant PAFAH1B2, FP-rhodamine activity probe | inhibition, % at 3.39 µM | hit rate 1.2% among 340,000;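 active means inhibition above the mean of all tested compounds plus 3 SD, cut at about 24% in these data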;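 further: 0% = enzyme with DMSO and 100% = wells lacking PAFAH1B2; many of its hits are not listed in these tables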
Target sequence (P68402 whole entry, looked up): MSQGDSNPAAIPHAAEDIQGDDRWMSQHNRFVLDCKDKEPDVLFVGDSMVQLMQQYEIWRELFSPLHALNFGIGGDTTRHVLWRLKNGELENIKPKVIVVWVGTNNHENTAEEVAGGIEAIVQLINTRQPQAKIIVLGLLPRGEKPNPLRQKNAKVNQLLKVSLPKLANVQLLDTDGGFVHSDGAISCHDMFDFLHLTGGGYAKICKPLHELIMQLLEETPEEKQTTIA
MCL1-BIM inh: inhibitors of MCL1 binding to BIM-BH3, primary screen, biochemical, fluorescence polarization | Induced myeloid leukemia cell differentiation protein Mcl-1 (Homo sapiens), Q07820 | inhibition, % at 10.9 µM | GST-MCL1 / FITC-Bim-BH3 fluorescence polarization | hit rate 0.68% among 320,000;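 active means inhibition above the mean inhibition of all tested compounds plus 3 SD, set per campaign, cut at about 40% in these data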;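 further: 0% = DMSO wells and 100% = unlabeled Bim-BH3 peptide control; higher means more loss of mP so more displacement of Bim peptide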
Target sequence (Q07820 whole entry, looked up): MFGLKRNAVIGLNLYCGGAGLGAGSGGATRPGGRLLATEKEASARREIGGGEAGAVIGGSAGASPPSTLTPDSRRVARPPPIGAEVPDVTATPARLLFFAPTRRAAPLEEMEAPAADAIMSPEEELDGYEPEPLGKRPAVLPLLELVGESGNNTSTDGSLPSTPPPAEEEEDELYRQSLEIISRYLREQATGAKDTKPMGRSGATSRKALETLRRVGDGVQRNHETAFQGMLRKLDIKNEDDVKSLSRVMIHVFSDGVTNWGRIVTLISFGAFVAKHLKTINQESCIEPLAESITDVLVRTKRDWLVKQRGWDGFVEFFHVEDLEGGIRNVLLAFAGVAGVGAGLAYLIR
* marks the source's active call; other numbers are inactive results; x = not tested or not shown. An excerpt; rates above refer to the full screens.

SMILES | MEX-5 binding | Bcl-xL primary | PME-1 primary | GLD-1 RNA inh | AHR act | pPAFAH FP inh | Fam108B inh | PAFAH1B2 inh | MCL1-BIM inh
CC(C)(C)OC(=O)C[C@H]1C/C=C\C[C@@H](CC(=O)NCCO)C(=O)NCCOC1=O | x | x | x | -2 | -1 | 2 | x | 9 | x
Cc1ccc(S(=O)(=O)c2cc3c(=O)n4ccccc4nc3n(Cc3ccco3)c2=N)cc1 | -10 | 38* | -4 | 10 | -2 | 23 | 4 | 5 | 58*
CC(=O)N/N=C/c1cc2c(cc1[N+](=O)[O-])OCO2 | -1.2 | 6 | 0 | 3 | 9 | 0 | 6 | 4 | 2
CSc1ncc(Cl)c(C(=O)Nc2nnc(SC/C=C/c3ccccc3)s2)n1 | x | 8 | -1 | 6 | -3 | 3 | -6 | 13 | 6
Cc1cc(O)ccc1-c1cnc2ccccc2n1 | 1.3 | -1 | -3 | -4 | 8 | 1 | 6 | 3 | 9
CC[N+]1=C(C)C(C)(C)c2cc(C)ccc21 | 0.2 | 7 | -71 | -16 | -3 | -73 | -43 | -58 | -9
O=C(Nc1ccccc1)N1CCOCC1 | -1.1 | 2 | -2 | -2 | 4 | 6 | -3 | -4 | 11
Cc1ccc(N2CCN(C(=O)c3cccc([N+](=O)[O-])c3)CC2)cc1Cl | -3.3 | -2 | 5 | 7 | -5 | 3 | 0 | 1 | 0
CCc1ccc2c(CN3CCN(S(=O)(=O)c4ccc5c(c4)OCCO5)CC3)cc(=O)oc2c1 | 3.9 | 1 | -7 | -3 | 1 | -4 | -2 | 3 | -2
O=c1cnc2cc([N+](=O)[O-])ccc2[nH]1 | -2.5 | 0 | 4 | 0 | -1 | 7 | -1 | -1 | 4
COC(=O)NNC(=O)COc1ccc(Cl)cc1 | -2.2 | 2 | 2 | 2 | 0 | 0 | 9 | 9 | 5
CCOC(=O)CN(C)S(=O)(=O)c1ccc(-c2cc(C(=O)OC)sc2C(F)(F)F)cc1 | 0.9 | 5 | 4 | 10 | -2 | 0 | -1 | x | 6
CCOc1ccc(C2C(C#N)=C(N)N(N(C)C)C3=C2C(=O)CCC3)cc1 (stereo unspecified) | 1.2 | 9 | -3 | 4 | 3 | 8 | -1 | 3 | 3
Cc1ccc(NC2CC(=O)N(c3ccc(N4CCCCC4)cc3)C2=O)cc1 (stereo unspecified) | 0.1 | 0 | 1 | -1 | 0 | 3 | -4 | 3 | -2
C#CCOCCOCCOCCNc1nc(N2CCN(C(=O)[C@H](CCCCN)n3cc(CC(C)O)nn3)CC2)nc(N2CCN(C(=O)[C@H](CCCCN)n3cc(CC(C)O)nn3)CC2)n1 (stereo partly specified) | x | 12 | -5 | 13 | 0 | -2 | 1 | 2 | 7
CC1=NNC(=O)C1Cc1ccc(F)cc1 (stereo unspecified) | 1.4 | 4 | 3 | -3 | -4 | 2 | 0 | 8 | 6
O=C(Nc1cccc(-n2cnnn2)c1)c1ccco1 | 1.0 | 6 | 6 | 9 | 1 | -1 | 0 | 6 | 6
O=C(/C=C/c1ccccc1Cl)NNC(=O)c1cccs1 | 0.0 | -4 | -1 | 4 | 0 | 6 | -5 | 0 | 5
CCc1ccccc1S(=O)(=O)Cc1ccc(C(=O)N2CCN(c3ccccn3)CC2)o1 | -2.1 | 5 | 7 | -1 | 84* | -1 | -2 | 6 | 8
O=C(CN1C(=O)c2ccccc2S1(=O)=O)NCCC1=CCCCC1 | 1.7 | 1 | 0 | 2 | 2 | 4 | 0 | 9 | 4
O=C(N/N=C\c1ccc([N+](=O)[O-])o1)C1COc2ccccc2O1 (stereo unspecified) | -1.7 | 19 | 4 | 9 | 6 | 12 | 11 | 1 | 17
COc1ccc(CCNc2nnc(Sc3nnnn3-c3ccccc3)s2)cc1OC | 1.2 | 3 | 0 | 9 | 8 | 0 | -5 | 8 | 8
COc1ccc(-c2cc(C(=O)Nc3ccc(F)cc3F)no2)cc1 | -1.2 | 1 | -7 | 6 | 9 | -2 | 0 | 3 | 4
COc1cccc(NC(=O)COc2cccc3c2CCNC3=O)c1 | 1.7 | 0 | -11 | 0 | 14 | 0 | 3 | 3 | -1
CC(=O)c1ccc(N2CCN(C(=S)NCCCN(C)C)CC2)cc1 | 2.3 | -3 | -7 | -2 | -2 | 3 | -4 | 1 | 5
O=c1c2cnn(-c3ccccc3Cl)c2ncn1Cc1cccnc1 | 0.0 | 0 | -2 | -2 | 0 | 0 | 0 | 2 | -10
CS(=O)(=O)c1sc(C(=O)NC(=O)Nc2cccc(C(F)(F)F)c2)c2c1C=CCC2 | -0.2 | -1 | 2 | 6 | -1 | -6 | -3 | 9 | -1
Cc1cccc(N2CCN(C(=O)CCS(=O)(=O)c3ccc4c(c3)NC(=O)C(C)S4)CC2)c1C (stereo unspecified) | 1.0 | 3 | 1 | 4 | 0 | 0 | 1 | -8 | -1
O=C(CCc1nc2ccccc2c(=O)[nH]1)NCc1cccc(Cl)c1 | x | -4 | -9 | 3 | 5 | -5 | -2 | 6 | -12
Cc1ccc(CNC(=O)COc2ccc(S(=O)(=O)NC(C)C)cc2)cc1 | -2.9 | -2 | 3 | 10 | 7 | -3 | 5 | -4 | -1
Cc1cccc(C)c1Nc1nnc(SCC(=O)c2ccc3c(c2)NC(=O)CO3)s1 | -0.2 | -1 | -3 | 1 | 0 | -1 | 2 | 2 | -14
COC(=O)/C(=C\Nc1ccc(Oc2ccc(F)cc2F)nc1)NC(=O)c1ccccc1 | -2.6 | -2 | -1 | 12 | -3 | 2 | -1 | x | 0
CCOC1=NC(C(=O)O)c2ccccc2/C(=C(/C)Cl)N1 (stereo unspecified) | 2.0 | 1 | -3 | 1 | 1 | -4 | -9 | 4 | 6
C=CCN1C(=O)C2C(C(=O)NC)C3C=CC2(O3)C1C(=O)NCc1ccc(OC)cc1 (stereo unspecified) | 1.3 | 7 | -5 | 4 | 1 | 2 | -1 | 4 | 6
Cc1ccc(C(=O)Nc2cccnc2)cc1NC(=O)c1ccco1 | 1.6 | 2 | 0 | -9 | 31 | 5 | 0 | 4 | -5
CNC(=O)/C(C#N)=C/c1c(N2CC(C)OC(C)C2)nc2ccccn2c1=O (stereo unspecified) | 0.3 | -3 | 1 | 3 | -1 | -3 | 0 | -4 | 0
COc1ccc(C(=O)NC(=S)N(C)Cc2ccccc2)cc1Br | 0.3 | 2 | -6 | 4 | 2 | -1 | -1 | -2 | 10
COc1ccccc1NS(=O)(=O)c1cc(NC(=O)c2[nH]c(C)c(C(C)=O)c2C)ccc1N1CCOCC1 | 0.5 | 27 | -36 | 4 | 34 | -3 | -17 | -7 | 33
CCCCNC(=O)c1c(CSc2ccccc2)noc1C(=O)NCc1ccccc1 | 1.7 | 4 | -8 | 9 | 7 | -1 | -9 | -4 | 5
CC1(C)CC(O)(CNCc2ccc3c(c2)OCO3)CCO1 (stereo unspecified) | -0.3 | 2 | 2 | 8 | 5 | -3 | 2 | 1 | 0
CCc1nc2nc(C)c(NS(=O)(=O)c3ccc(Cl)s3)c(=O)n2[nH]1 | -1.0 | -2 | -3 | 5 | 11 | 4 | -2 | -3 | 1
O=C(CC1Sc2ccccc2NC1=O)Nc1cccc(-c2nnc3n2CCCCC3)c1 (stereo unspecified) | -1.5 | 3 | 11 | 6 | 9 | 2 | 1 | 3 | 5
O=C(CNS(=O)(=O)c1ccccc1)NCc1ccccn1 | -1.5 | -4 | 5 | 7 | 3 | -1 | 5 | 1 | -10
O=C(N/N=C/c1ccc2c(c1)OCO2)C1CC1 | -2.8 | -7 | -4 | -5 | 67* | 1 | 3 | -1 | -4
Cc1ccc(-n2cnc3scc(-c4cccs4)c3c2=O)cc1 | -0.2 | 5 | -6 | 2 | 1 | 0 | 1 | 3 | 3
CN(C)c1ncc([N+](=O)[O-])cc1C(F)(F)F | -0.6 | 5 | -4 | 6 | -2 | -6 | -5 | 6 | 1
COc1cc(/C=C(/C#N)C(=O)NCc2ccccc2)cc(OC)c1OC | -1.2 | -8 | 2 | -10 | 0 | 6 | -2 | 7 | -5
CCCCN1C(=O)NC2NC(=O)NC21 (stereo unspecified) | 0.7 | -1 | -2 | 1 | -1 | 2 | 2 | -1 | 3
COc1cc(C(=O)NC(=S)Nc2ccc(Cl)cn2)cc(OC)c1OC | 0.6 | 2 | 1 | -3 | 24 | 5 | 0 | -3 | 2
Cc1ccc(N2CC(C(=O)OCc3ccccc3F)CC2=O)cc1 (stereo unspecified) | 0.8 | 1 | 3 | -1 | 0 | 9 | -2 | 3 | -2
CCC(CO)Oc1cc(NCc2cc(C)cc(C)c2)c2ncn(C(C)C)c2c1 (stereo unspecified) | x | x | x | -2 | 11 | 17 | x | 1 | x
COc1ccc(NC(=S)NNC(=O)OC(C)(C)C)cc1OC | -3.1 | 3 | -1 | 2 | 1 | 4 | -2 | -1 | -1
CC(C)n1cc(CN2CCCC(C(=O)Nc3cccc(-c4cc5ccccc5[nH]4)c3)C2)cn1 (stereo unspecified) | -2.2 | 0 | 15 | -2 | 9 | 9 | 8 | 3 | -1
S=C1NCN(Cc2ccco2)CN1 | 1.3 | 2 | -1 | 1 | 0 | -8 | 2 | 5 | 4
O=C(CS(=O)(=O)c1ccccc1)Nc1nc(-c2ccc(F)cc2)cs1 | -1.4 | -2 | -4 | 0 | -6 | -7 | -2 | 9 | -6
Cc1ccc(C2(C)NC(=O)N(CCOc3ccccc3)C2=O)cc1 (stereo unspecified) | 2.5 | -2 | -8 | 1 | -1 | 9 | -1 | 13 | -4
CCSc1c(C(=O)NC)ccc2c1C(=O)c1ccccc1C2=O | -0.8 | 3 | -1 | 0 | 2 | -1 | -2 | 3 | 2
CC(C)(C)c1ccc(CN(Cc2ccccc2)C(c2ccccn2)c2nnnn2C(C)(C)C)cc1 (stereo unspecified) | 0.9 | 2 | 1 | -1 | 8 | -7 | -2 | 7 | 4
C=C1CC[C@@]23CC[C@]4(C)[C@@](OC2=O)([C@@H]3C1)[C@H]1O[C@H]1C1[C@@]2(C)CC[C@H](O)C(C)(C)C2CC[C@]14C (stereo partly specified) | x | 0 | -6 | -6 | 0 | -2 | -1 | 4 | 0
O=C(NCCc1ccccc1)c1nc(-c2cccs2)no1 | 0.7 | 1 | 2 | 1 | 13 | 0 | -1 | 6 | 11

Ordered by value in PME-1 primary (lowest first): 3 of the compounds above.
Molecule	MEX-5 binding	Bcl-xL primary	PME-1 primary	GLD-1 RNA inh	AHR act	pPAFAH FP inh	PAFAH1B2 inh	MCL1-BIM inh
CN(C)c1ncc([N+](=O)[O-])cc1C(F)(F)F	-0.6	5	-4	6	-2	-6	6	1
COc1cc(/C=C(/C#N)C(=O)NCc2ccccc2)cc(OC)c1OC	-1.2	-8	2	-10	0	6	7	-5
Cc1ccc(N2CC(C(=O)OCc3ccccc3F)CC2=O)cc1 (stereo unspecified)	0.8	1	3	-1	0	9	3	-2
